ASK1 inh – inhibitors of human ASK1 kinase | Q99683 | AlphaScreen MKK6 phosphorylation by ASK1, luminescence | inhibition, % at 7.44 µM | 22,000 tested, 0.99% active | AID 1159602; in the data active = inhibition above about 35%;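 note: 0% = median of compound wells and 100% = no enzyme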
ULK1 inh – inhibitors of human ULK1 kinase; AlphaScreen Atg13 phosphorylation by ULK1, luminescence; inhibition, % at 5.96 µM; 30,000 tested, 1.9% active; in the data active = inhibition above about 43%;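 note: 0% = median of compound wells and 100% = no enzyme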
* = called active by the depositor; . = no result given.

canonical_smiles	ASK1 inh	ULK1 inh
c1cncc(-c2nc(-c3ccncc3)cc(N3CCC4(CC3)OCCO4)n2)c1	.	-3
COc1ccc(CCNc2ccnc(NCCCN3CCCC3=O)n2)cc1	4	-7
COc1ccc(CCNC(=O)C2CCN(c3ccc(Nc4ccc5ncccc5c4)nn3)CC2)cc1	3	-3
Nc1nc(NCCO)cc(Nc2cnccn2)n1	4	3
COc1ccc(CCNc2cc(-c3ccc(OC)cc3)nc(N)n2)cc1	-5	2
c1ccc(CN2CCC(Nc3nc(N4CCC(N5CCOCC5)CC4)nc4c3ncn4C3CCCCC3)CC2)cc1	11	-7
Cc1ccc2nc(C)c(NC(=O)c3c(F)cccc3F)c(=O)n2c1	.	-3
Cc1onc(-c2ccccc2Cl)c1C(=O)Cl	.	-6
CC(C)CC(=O)N[C@H](C(=O)N[C@H](C(=O)N[C@@H](CC(C)C)[C@@H](O)CC(=O)N[C@@H](C)C(=O)N[C@@H](CC(C)C)[C@@H](O)CC(=O)O)C(C)C)C(C)C	.	7
O=C(Nc1cnn(-c2cccc(C(=O)Nc3ccc(N4CCOCC4)cc3)c2)c1)Nc1ccccc1Cl	2	3
Cc1noc(C)c1-c1nc2c(NCCN(C(C)C)C(C)C)ncnc2n1C(C)C	-5	-9
O=C(Nc1ccc(N2CCOCC2)cc1)c1cccc(N2CCN(c3ccccn3)CC2)n1	8	10
Cc1n[nH]c(C)c1-c1cc(F)cc(-c2ccnc(Nc3ccc(-n4cnc(N5CCOCC5)n4)cc3)n2)c1	48*	13
Cc1cnc(Cl)nc1NCc1cccnc1	-20	9
CCNc1nc(C(N)=O)cs1	-17	-5
c1ccc(CNc2nc(-c3ccccc3)nc3nc[nH]c23)cc1	-10	4
CNC(=O)c1ccccc1Nc1cc(Nc2ccccn2)ncc1C(F)(F)F	-1	89*
O=C(NC1CC1)c1ccnc(Nc2ccc(N3CCOCC3)cc2)c1	-5	-2
NC(=O)c1ccc(-c2nc(Nc3ccccc3)c3ncn(CCN4CCCC4=O)c3n2)cc1	-1	-3
OCCCNc1cc(-c2ccccn2)nc(-c2ccccn2)n1	.	-12
CS(=O)(=O)c1ccc(-c2ccnc(Nc3ccc(Cl)c(F)c3)n2)cc1	-10	-9
COc1cc(Nc2nc(-c3c(C)noc3C)nc3c2ncn3CCN2CCCC2=O)cc(OC)c1OC	4	8
c1nc2nc(N3CCN(Cc4ccc5c(c4)OCO5)CC3)nc(NC3CC3)c2[nH]1	-12	-4
c1ccc(Nc2nccc(NCCOc3ccccc3)n2)cc1	-12	-7
c1ccc(CCN2CCC[C@H]2c2nc3ccc(-c4ccncc4)cc3[nH]2)cc1	4	-10
Cn1c(Nc2nc(NCc3ccccc3)c3[nH]cnc3n2)nc2ccccc21	-9	7
O=C(O)c1cccc(NC(=O)c2cc3cc(Br)ccc3oc2=O)c1	.	2
COc1cc(Nc2nc(N3CCC(N4CCOCC4)CC3)ncc2C)cc(OC)c1OC	-3	36
O=C(Nc1nnc(C2CCCO2)o1)c1cccc(F)c1 (stereo unspecified)	.	9
N#CCCNc1cc(-c2cccnc2)nc(-c2ccccn2)n1	.	10
NC(=O)c1cc(N2CCc3ccccc3C2)nc2ccccc12	-16	6
CC(=O)c1cccc(NCN2C(=O)CSC2=O)c1	.	-5
CC(=O)Nc1c(I)c(C(=O)N[C@H]2C(O)O[C@H](CO)[C@@H](O)[C@@H]2O)c(I)c(N(C)C(C)=O)c1I (stereo partly specified)	.	-2
CCCNC(=O)c1cccc(-c2ccc(OC)nc2)c1	-6	6
Cc1nc(NC(C)c2ccccc2)cc(-c2ccccc2F)n1 (stereo unspecified)	.	-14
CC(C)n1c(NCCN2CCOCC2)nc2c(NC3CCN(Cc4ccccc4)CC3)ncnc21	3	16
COc1ccc(CCNC(=O)c2cncc(-c3ccc(C(N)=O)cc3)c2)cc1	-4	3
CC(=O)N1CCN(c2ccc(OC[C@H]3CO[C@](Cn4ccnc4)(c4ccc(Cl)cc4Cl)O3)cc2)CC1	.	1
NC(=O)c1ccc(-c2nc(NCc3ccccc3)c3ncn(CCN4CCCC4=O)c3n2)cc1	-1	-2
COc1cc(N2CCOCC2)ccc1Nc1ncc(Cl)c(Nc2ccccc2C(=O)NC2CC2)n1	-3	12

Molecules listed so far with fluorine, in the order listed:
canonical_smiles	ASK1 inh	ULK1 inh
Cc1ccc2nc(C)c(NC(=O)c3c(F)cccc3F)c(=O)n2c1	.	-3
Cc1n[nH]c(C)c1-c1cc(F)cc(-c2ccnc(Nc3ccc(-n4cnc(N5CCOCC5)n4)cc3)n2)c1	48*	13
CNC(=O)c1ccccc1Nc1cc(Nc2ccccn2)ncc1C(F)(F)F	-1	89*
CS(=O)(=O)c1ccc(-c2ccnc(Nc3ccc(Cl)c(F)c3)n2)cc1	-10	-9
O=C(Nc1nnc(C2CCCO2)o1)c1cccc(F)c1 (stereo unspecified)	.	9
Cc1nc(NC(C)c2ccccc2)cc(-c2ccccc2F)n1 (stereo unspecified)	.	-14

Compound profiles, as listed above. Values in the order: ASK1 inh	ULK1 inh
Entry for N#CCCNc1cc(-c2cccnc2)nc(-c2ccccn2)n1 = .	10
Entry for NC(=O)c1ccc(-c2nc(NCc3ccccc3)c3ncn(CCN4CCCC4=O)c3n2)cc1 = -1	-2
Entry for Cn1c(Nc2nc(NCc3ccccc3)c3[nH]cnc3n2)nc2ccccc21 = -9	7

Screening data (PubChem BioAssay)
